Source: PubChem BioAssay (several laboratories)
MC4R barr agon: human MC4R agonism via beta-arrestin | P32245 | actives 0.98% (n = 360,000) | U2OS MC4R beta-arrestin complementation, luminescence; percent of melanotan II response, DMSO zero | activation, % at 8.9 µM;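 active means activation above a per-plate cutoff, the mean activation of sample wells on that plate plus 3 SD, cut at about 8% in these data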
TLR9-MyD88 block: blocks human TLR9 binding to MyD88 | Q9NR96+Q99836 | AID 504734 | CHO BLA complementation TLR9-MyD88, CCF4 FRET ratio | actives 0.21% (n = 340,000) | inhibition, % at 4.98 µM;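 active means inhibition above the mean over all tested compounds plus 3 SD, cut at about 21% in these data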;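 further: 0% = DMSO only wells and 100% = clavulanate BLA inhibitor control wells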
Target sequence (Q99836 whole entry, looked up): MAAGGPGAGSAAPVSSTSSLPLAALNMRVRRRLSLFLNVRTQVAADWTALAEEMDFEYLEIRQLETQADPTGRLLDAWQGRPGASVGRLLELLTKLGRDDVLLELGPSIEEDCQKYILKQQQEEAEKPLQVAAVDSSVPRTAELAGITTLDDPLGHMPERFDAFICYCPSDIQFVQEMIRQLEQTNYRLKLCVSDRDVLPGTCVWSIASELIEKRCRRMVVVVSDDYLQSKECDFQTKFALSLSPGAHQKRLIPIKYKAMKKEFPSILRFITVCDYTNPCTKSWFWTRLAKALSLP
Target sequence (Q9NR96 whole entry, looked up): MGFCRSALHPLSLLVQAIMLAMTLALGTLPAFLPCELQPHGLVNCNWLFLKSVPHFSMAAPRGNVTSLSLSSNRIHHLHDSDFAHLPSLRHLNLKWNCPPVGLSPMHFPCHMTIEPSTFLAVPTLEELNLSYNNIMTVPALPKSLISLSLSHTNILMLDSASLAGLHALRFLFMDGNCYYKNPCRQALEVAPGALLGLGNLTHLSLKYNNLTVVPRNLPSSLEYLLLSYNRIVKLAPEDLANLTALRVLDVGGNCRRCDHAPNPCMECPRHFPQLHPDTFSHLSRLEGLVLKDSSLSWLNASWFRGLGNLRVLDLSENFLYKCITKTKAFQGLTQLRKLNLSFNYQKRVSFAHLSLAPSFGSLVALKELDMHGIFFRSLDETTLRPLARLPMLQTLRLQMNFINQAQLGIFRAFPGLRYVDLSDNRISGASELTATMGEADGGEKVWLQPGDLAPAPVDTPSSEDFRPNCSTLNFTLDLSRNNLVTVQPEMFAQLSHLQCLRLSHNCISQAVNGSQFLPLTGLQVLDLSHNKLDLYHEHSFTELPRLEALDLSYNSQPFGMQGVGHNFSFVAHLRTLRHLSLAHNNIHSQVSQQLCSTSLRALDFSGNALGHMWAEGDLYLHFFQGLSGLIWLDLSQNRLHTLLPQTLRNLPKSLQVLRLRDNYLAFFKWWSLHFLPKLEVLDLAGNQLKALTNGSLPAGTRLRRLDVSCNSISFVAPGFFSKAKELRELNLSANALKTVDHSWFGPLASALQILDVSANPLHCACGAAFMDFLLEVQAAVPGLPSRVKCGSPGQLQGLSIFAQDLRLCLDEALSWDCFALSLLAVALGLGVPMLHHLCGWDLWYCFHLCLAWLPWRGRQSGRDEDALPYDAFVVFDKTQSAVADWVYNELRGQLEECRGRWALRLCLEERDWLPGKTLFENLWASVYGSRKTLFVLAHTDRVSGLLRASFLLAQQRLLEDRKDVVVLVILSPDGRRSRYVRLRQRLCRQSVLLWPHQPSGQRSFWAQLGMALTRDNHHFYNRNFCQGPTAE
NOD2-RIPK2 inh: blocks binding of human NOD2 to RIPK2; O43353; AID 624267; CHO BLA complementation NOD2-RIPK2, CCF4 ratio; actives 0.38% (n = 360,000); inhibition, % at 4.98 µM; in the data active means inhibition above about 21%;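 further: 0% = vehicle only and 100% = reference blocker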
ABHD5-PLIN5 inh: ABHD5-PLIN5 protein interaction inhibition | AID 602281 | actives 0.78% (n = 360,000) | Split G. princeps luciferase complementation, luminescence, 4 h | inhibition, % at 4 µM;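 active means inhibition above the mean inhibition across every tested compound plus 3 SD, cut at about 22% in these data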;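 further: 0% = DMSO only wells and the 100% control is not disclosed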
Vif inh: blocks HIV Vif function; actives 0.35% (n = 340,000); AID 602346; inhibition, % at 7.49 µM; HEK293T cells, Vif self-association by quenched fluorescence, imaging, 24 h; in the data active means inhibition above about 50%, passing the limit was not always enough; inconclusive means no clear call, values can overlap the other calls; inactive means below about 31%; further: some results filed as inactive read as strong as hits
MC4R antag cAMP: blocks human MC4R cAMP signaling. P32245. MC4R-expressing cells, MTII-stimulated cAMP, LANCE TR-FRET. inhibition, % at 6.5 µM. actives 0.48% (n = 360,000). AID 540295;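 active means inhibition above its plate's cutoff, the mean of tested wells on that plate plus 3 SD, cut at about 29% in these data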;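 further: 0% = Melanotan II alone and 100% = Melanotan II plus saturating MCL0020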
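Material: human MC4R-expressing U2OS cells. Probe or stimulus: Melanotan II challenge. Dosing: 6.5 µM single dose. Times: 30-min compound, 1-h challenge, 1-h detection, room temperature. Technique: TR-FRET with Eu-cAMP and labeled anti-cAMP, 671 nm. Replication: singlicate.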
N-glyco inh: N-linked glycosylation inhibition; AID 588692; actives 0.23% (n = 360,000); reporter increase, % at 12.5 µM; D54 ERlucT glycosylation luciferase reporter, 24 h; percent of 100 nM tunicamycin response;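 active means mean luciferase reporter signal, scaled so untreated is 0 and the glycosylation-blocking control 100, at or above a set limit in every replicate; inconclusive means mean reaches the limit but not every replicate does; inactive means mean below the limit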;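 further: luciferase carries N-glycosylation sites so blocking glycosylation raises the light; 0% = median of neutral control wells and 100% = median of 100 nM tunicamycin wells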
ABCB6 inh MLPCN: blocks the human ABCB6 transporter; Q9NP58; K562-ABCB6 porphyrin accumulation, flow cytometry, 1 h; active compounds read low; fluorescence ratio to DMSO, % at 10 µM; actives 0.19% (n = 360,000); AID 602162;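 active means fluorescence ratio to DMSO below 75%, the collection mean minus 3 SD; inconclusive means too few cells collected in the well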;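 further: signal is porphyrin accumulated inside mitochondria; 100% equals median channel fluorescence of DMSO control wells; lower ratio means ABCB6 inhibition with less porphyrin fluorescence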
Granule exo inh: blocks lytic granule exocytosis. TALL-104 LAMP-1 surface exposure, flow cytometry; cells stimulated with thapsigargin and PMA. inhibition, % at 10 µM. actives 0.66% (n = 360,000);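 active means inhibition above about 55%, limit read from the data; inconclusive means no clear call, values can overlap the other calls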
aDG glyco up: increases alpha dystroglycan glycosylation. activation, % at 10 µM. Pro5-aDG cells, alpha-DG glycosylation AlphaScreen (IIH6); 0% Pro5, 100% B10-LARGE cell signal. actives 0.22% (n = 360,000);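 active means activation of at least 8% versus controls, or a plate z-score of at least 8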;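 further: Pro5 are CHO cells carrying HIG-tagged alpha-DG that lacks glycosylation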
An asterisk follows results filed as active; i = inactive; ? = inconclusive; nt = not tested or not shown. These rows are one share of the data; the hit share may differ from the screen's.

MC4R barr agon	TLR9-MyD88 block	NOD2-RIPK2 inh	ABHD5-PLIN5 inh	Vif inh	MC4R antag cAMP	N-glyco inh	ABCB6 inh MLPCN	Granule exo inh	aDG glyco up	molecule
-1.8	10	-2	0	5	8	2	103	-5	-0.2	C=CCNC(=O)CN(c1ccc(F)c(Cl)c1)S(C)(=O)=O
-0.9	7	-11	9	3	7	3	105	0	0.2	O=C(Nc1ccc(Cl)cc1)N(Cc1cccnc1)Cc1ccco1
-1.6	-3	-7	-4	-3	-5	0	97	-6	0.2	Cc1ccc(C)c(NS(=O)(=O)c2ccc3[nH]c(=O)[nH]c3c2)c1
-2.0	8	-5	5	nt	-3	5	100	-1	-0.6	COCC(=O)N(Cc1cc2ccc(C)c(C)c2n2nnnc12)C1CCCC1
-1.6	-6	-13	-3	-1	4	2	96	-8	0.1	O=C(NCc1nnc2c(C(F)(F)F)cc(Cl)cn12)c1ccc(Br)o1
-3.1	3	-9	-9	3	-18	11	90	-1	-0.2	Cc1ccc2nc(Nc3nc(C)cc(-c4ccccc4)n3)[nH]c(=O)c2c1
1.2	4	5	6	22	-1	1	98	-6	0.1	CCn1cc(C(=O)NCCc2ccccc2C)c(=O)c2ccc(C)nc21
-3.0	-12	-5	-5	-11	10	-13	91	43	-0.4	O=C(NC(c1ccc(Cl)cc1)c1c(O)ccc2ccccc12)c1ccccc1 (configuration not stated)
-0.8	-10	5	-10	i	4	4	100	4	-0.3	COc1ccc(-c2ccc3c(c2)S(=O)(=O)c2cccc(C(=O)NC4CC4)c2C3=O)cc1OC
4.1	-2	-2	-2	7	-4	-1	101	-1	0.0	COC(=O)c1sc(S(=O)(=O)NCc2ccccc2)c(C(=O)OC)c1C
-0.8	5	-4	54*	-1	4	2	99	0	-0.2	O=C1OC(/C(=C\Nc2ccc(F)cc2F)[N+](=O)[O-])c2ccccc21 (configuration not stated)
-2.7	-6	-3	2	-8	3	-9	101	1	0.9	Cc1ccccc1C(=O)/C(C#N)=N/Nc1c(C)n(C)n(-c2ccccc2)c1=O
-1.0	-15	0	1	-4	2	1	101	4	0.0	CN(CC(=O)Nc1ccc(F)c(F)c1F)C(=O)CC1CCCCC1
-2.0	9	7	-4	3	-4	1	93	2	-0.1	CCCCN1C(=S)SC(C)(C)C1/[N+]([O-])=C/c1cccnc1 (configuration not stated)
1.3	nt	18	4	3	25	1	135	-2	-0.5	COc1ccc(-n2ncc(Cl)c(Cl)c2=O)cc1
3.4	-2	-9	-2	-1	10	0	99	-1	-0.2	Cc1ccc(N/C=C2\C(=O)C3(C)CCC2C3(C)C)cc1C (configuration not stated)
-1.5	-9	0	1	4	4	-1	83	-1	0.0	C[C@H](CO)N1C[C@H](C)[C@@H](CN(C)S(=O)(=O)c2ccc(F)cc2)Oc2c(NS(=O)(=O)c3ccc(F)cc3)cccc2C1=O
-0.3	-24	-2	-2	-2	9	3	98	-3	-0.1	Cc1oc(-c2cccc(Cl)c2)nc1CS(=O)(=O)CC(=O)NC1CCCC1
-2.0	-4	-3	0	-9	0	1	84	2	0.1	Cc1cccnc1NC(=O)c1cccc(S(=O)(=O)N2CCN(c3ccccc3)CC2)c1
-0.3	-11	-4	-6	0	10	2	100	-5	0.5	O=C(CSc1nc2sc3c(c2c(=O)[nH]1)CCCC3)NCCO

(list continues)
MC4R barr agon	TLR9-MyD88 block	NOD2-RIPK2 inh	ABHD5-PLIN5 inh	Vif inh	MC4R antag cAMP	N-glyco inh	ABCB6 inh MLPCN	Granule exo inh	aDG glyco up	molecule
-1.6	3	2	0	-4	2	1	93	0	-0.2	CC(=O)N1CCN(S(=O)(=O)c2ccc(F)c(Cl)c2)CC1
-1.6	5	-7	-4	2	2	1	86	1	-0.1	O=C(NCc1ccco1)/C(=C/c1ccc(Cl)cc1)NC(=O)c1ccco1
-1.1	-1	4	-4	5	6	5	nt	4	-0.2	Cn1c(=O)c2c(nc(CN3CCc4ccccc4C3)n2Cc2ccccc2)n(C)c1=O
8.7*	-1	3	7	1	8	-1	105	10	0.4	Cc1cccc(NC(=O)CCSc2ccccc2)c1C
0.4	-11	2	-8	-4	2	1	100	-4	-0.1	Cn1c(SCC(=O)Nc2ccc(Cl)cc2)nc(O)cc1=O
-0.3	nt	7	-3	-5	11	2	98	0	0.4	COc1ccc(-c2csc(C(O)c3ccc(F)cc3)n2)cn1 (configuration not stated)
-0.5	-11	-3	-1	-3	3	0	99	1	-0.3	OCCC1CN(Cc2cccc(-n3cccn3)c2)CCN1Cc1ccccc1 (configuration not stated)
2.1	9	-8	0	2	0	0	104	-1	0.0	CC12CN(NC(=O)c3ccc(Cl)cc3)C3(C#N)CC1CCC23C (configuration not stated)
9.6*	2	6	0	-3	5	1	102	2	0.4	O=C(Nc1cccc(Cl)c1)N1CCN(C/C=C/c2ccccc2)CC1
-0.7	-3	10	-5	1	14	1	98	1	0.1	COC(=O)[C@@H]1Cc2c([nH]c3ccccc23)C(C)N1C(=O)c1ccccc1 (some centres not stated)
-4.2	-18	-2	3	6	-4	-1	91	-14	0.4	Cn1cc(CNC(=O)c2cc(COc3ccc4c(c3)CCCC4)on2)cn1
-4.8	-9	1	-7	-9	-3	-5	93	0	1.3	COc1ccc(CCNC(=O)c2ccc(Cl)c(S(=O)(=O)N3CCCCCC3)c2)cc1
-1.8	0	-8	5	-2	-15	3	90	-18	0.1	COc1cc(C2c3cc4c(cc3OC(N3CCCCC3)C2C)OCO4)cc(OC)c1O (configuration not stated)
-0.9	-7	-12	4	-3	-7	-1	112	-3	-0.2	Cn1cc(C(=O)c2ccc(Cl)cc2Cl)cc1C(=O)N/N=C(\N)COc1ccc(F)cc1
0.2	7	5	-3	-1	9	0	102	-1	-0.3	Cc1ccc(C(=O)COC(=O)CCC(=O)Nc2cccc(Cl)c2)cc1[N+](=O)[O-]
-2.5	8	2	-2	nt	2	3	90	-1	0.2	CCOC(=O)CN1C(=O)C(O)(c2c(C)[nH]c3ccccc23)c2ccccc21 (configuration not stated)
-0.4	5	1	-3	54*	-2	2	102	-6	0.0	COc1ccc(C(C#N)N2N=C(C)CC2c2ccccc2)cc1OC (configuration not stated)
5.0	0	-7	-2	14	18	4	100	3	0.0	Cn1nc(C(=O)NC2CCCc3ccccc32)ccc1=O (configuration not stated)
-1.7	0	0	2	9	13	-1	94	0	-0.4	CCC(C)NC(=O)c1ccccc1-c1ccccc1C(=O)NC(C)CC (configuration not stated)
-0.5	0	-18	2	0	-2	1	97	0	-0.1	O=C(CSc1nnc(C2CC2)n1-c1ccccc1)NC1CCS(=O)(=O)C1 (configuration not stated)

Next results:
MC4R barr agon	TLR9-MyD88 block	NOD2-RIPK2 inh	ABHD5-PLIN5 inh	Vif inh	MC4R antag cAMP	N-glyco inh	ABCB6 inh MLPCN	Granule exo inh	aDG glyco up	molecule
-0.9	-12	0	1	4	22	-1	99	-2	1.1	Cc1ccc(S(=O)(=O)N/N=C\c2cn(CC(N)=O)c3ccccc23)cc1C
-0.5	nt	-3	-8	6	8	-1	98	-2	0.3	CCc1nc2c(OCC(=O)C(C)(C)C)cccn2c1N(C)C(=O)c1cccs1
0.1	-7	-4	1	4	4	2	97	-4	-0.3	CCC(CO)Oc1cc(NC(=O)c2ccc(N)cc2)c2ncn(C(C)C)c2c1 (configuration not stated)
-3.1	-3	9	-6	-12	-14	?	100	-5	0.3	COc1ccc(/C=C2\SC(=O)N(CCNC(=O)C3=COCCO3)C2=O)cc1
2.8	4	-13	-11	-6	10	-5	103	4	0.0	c1ccc(-c2noc(CN3CCN(C(c4ccccc4)c4ccccc4)CC3)n2)cc1
-2.8	3	2	-7	-4	6	-2	89	-8	-0.2	COCc1c(C(=O)Nc2ccc3nc(N4CCOCC4)sc3c2)oc2ccccc12
-2.0	-8	3	1	8	1	3	100	-2	0.1	CCn1c(SCC(=O)N2CCc3ccccc32)nnc1-c1ccncc1
0.5	-7	-1	9	-5	0	-2	101	2	-0.1	O=C(N/N=C/c1cc(Br)c(O)c(Br)c1)c1cccc(C(F)(F)F)c1

Quoted from the entries so far, 2 compounds:
MC4R barr agon	TLR9-MyD88 block	NOD2-RIPK2 inh	ABHD5-PLIN5 inh	Vif inh	MC4R antag cAMP	N-glyco inh	ABCB6 inh MLPCN	Granule exo inh	aDG glyco up	molecule
-0.9	-12	0	1	4	22	-1	99	-2	1.1	Cc1ccc(S(=O)(=O)N/N=C\c2cn(CC(N)=O)c3ccccc23)cc1C
-0.5	nt	-3	-8	6	8	-1	98	-2	0.3	CCc1nc2c(OCC(=O)C(C)(C)C)cccn2c1N(C)C(=O)c1cccs1

5 compounds from above, ordered by length of the SMILES, high to low:
MC4R barr agon	TLR9-MyD88 block	NOD2-RIPK2 inh	ABHD5-PLIN5 inh	Vif inh	MC4R antag cAMP	N-glyco inh	ABCB6 inh MLPCN	Granule exo inh	aDG glyco up	molecule
2.8	4	-13	-11	-6	10	-5	103	4	0.0	c1ccc(-c2noc(CN3CCN(C(c4ccccc4)c4ccccc4)CC3)n2)cc1
-0.9	-12	0	1	4	22	-1	99	-2	1.1	Cc1ccc(S(=O)(=O)N/N=C\c2cn(CC(N)=O)c3ccccc23)cc1C
-3.1	-3	9	-6	-12	-14	?	100	-5	0.3	COc1ccc(/C=C2\SC(=O)N(CCNC(=O)C3=COCCO3)C2=O)cc1
-2.8	3	2	-7	-4	6	-2	89	-8	-0.2	COCc1c(C(=O)Nc2ccc3nc(N4CCOCC4)sc3c2)oc2ccccc12
-2.0	-8	3	1	8	1	3	100	-2	0.1	CCn1c(SCC(=O)N2CCc3ccccc32)nnc1-c1ccncc1
